Assay outcomes deposited in PubChem by Broad Institute.
Cneo AK release: causes C. neoformans cell lysis. hit rate 0.2% among 360,000. lysis activity, % at 15 µM. adenylate kinase release luminescence, 4 h; normalised: neutral wells 0, clomiphene wells 100;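 active = mean lysis activity across replicates of at least 80%, whatever share of replicates individually reach that level; inactive = mean lysis activity below 80%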
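Material: C. neoformans cells; Schedule: 4 h static compound exposure, 37 °C, read 1 h post-reagent; Measured by: adenylate kinase release luminescence; Read-out: signal increase indicating cell lysis; Controls: Clomiphene as positive lysis control.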
INS-1E GSIS act: GLuc luminescence reporter in INS-1E cells, primary screen for activators of glucose-dependent secretion of insulin | INS-1E GLuc reporter insulin secretion, 2-3 h | activation, % at 16.6 µM | hit rate 0.61% among 370,000;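 active = lowest replicate activation of at least 40%, so every replicate reaches that level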;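 also: 0% = median of neutral control wells and 100% = median of IBMX positive control wells; some compounds called inactive have numbers as strong as hits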
C2C12 statin: suppressors of simvastatin-induced myotoxicity in C2C12 myotubes. ATP luminescence, 48 h; scaled: DMSO 0, geranylgeraniol control 100. rescue of ATP level, % at 7.49 µM. hit rate 0.78% among 330,000;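 active = mean ATP rescue above about 67%, or every replicate alone reaching that limit, limit read from the data, passing the limit was not always enough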;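 also: myotubes were challenged with 10 µM simvastatin during compound exposure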
miR-122 sensor: blocks miR-122 activity in Huh7 sensor cells; hit rate 0.3% among 340,000; Huh7 miR-122 Renilla luciferase sensor, 48 h; neutral wells = 0, positive control = 100; activation (reporter increase), % at 12.5 µM;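 active = mean replicate activation score at least 90 and every replicate individually at or above 90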;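 also: higher luciferase means less miR-122 activity so hits act as miR-122 inhibitors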
PGC1a acetyl inh: lowers PGC1a acetylation signal in U2OS cells; AlphaScreen anti-acetyl-lysine; with virally co-expressed GCN5 acetyltransferase; inhibition, % at 15.6 µM; hit rate 0.17% among 350,000; AID 651687;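 active = every replicate shows inhibition of at least 40%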;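 also: 0% = neutral control wells and 100% = positive control wells; some results beyond the cut were filed as inactive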
PglD DTNB: blocks C. jejuni PglD acetyltransferase activity; purified PglD enzyme, DTNB colorimetric CoA detection; inhibition, % at 12.5 µM; hit rate 0.098% among 360,000; in the data active = inhibition above about 16%, passing the limit was not always enough; also: strong numbers were not always called active
FN deposit inh: fibronectin deposition inhibition; AH1F fibroblasts, Alexa488-fibronectin deposition fluorescence, overnight; hit rate 0.086% among 350,000; inhibition, % at 12.6 µM; AID 743247;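 active = mean inhibition across replicates of 30% or more, regardless of how many single replicates reach that level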;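 also: positive control wells lacked labelled fibronectin entirely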
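Material: AH1F fibroblasts assembling fluorescent fibronectin matrix; amount: 10000 AH1F cells/well; medium: DMEM, 2% serum; reagent: Alexa488-fibronectin, 24 nM final in well; dosing: single compound dose, delivered by pin transfer; incubation: 1 h adhesion, overnight exposure; detection: fluorescence after three HBSS washes, excitation 485 nm, emission 525 nm; measure: fibronectin deposition inhibition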
F508del corr: correctors of CFTR F508del function in bronchial epithelial cells. CFBE cells, YFP halide quenching; stimulated with forskolin plus potentiator P3; % fluorescence drop versus neutral controls. activity (quench increase), % at 7.58 µM. hit rate 0.36% among 350,000. AID 720511;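 active = mean added fluorescence quench of at least 8% versus neutral control, with both replicates also reaching 8%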;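 also: cells transiently co-express mutant CFTR-F508del with the halide-sensitive YFP; corrector assay measuring rescue of mutant channel to the surface after 24 h compound exposure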
The depositor's hits bear a star; x = not tested or not shown; & = joins results of further samples; [ ] = another dose, or the depositor's remark.

item | molecule | Cneo AK release | INS-1E GSIS act | C2C12 statin | miR-122 sensor | PGC1a acetyl inh | PglD DTNB | FN deposit inh | F508del corr
1 | Cc1ccc([N+](=O)[O-])cc1S(=O)(=O)n1ccnc1C | x | 5 | -4 | x | 4 | x | 4 | -0.7
2 | CC(C)N(C(=O)[C@H]1C[C@H](CC(=O)NCCCn2ccnc2)C(=O)N2CCc3c([nH]c4cc(-c5ccco5)ccc34)[C@]12C)C(C)C | 2 | 2 | 11 | 2 | x | 0 | -2 | -0.5
3 | CC=Cc1ccc2n(c1=O)C[C@@H]1[C@@H](CO)[C@H](C(=O)N[C@H](C)c3ccccc3)[C@H]2N1CC1CC1 (mixture of isomers) | 52 | -4 | -7 | 0[16.7 µM] | x | -1 | x | -0.3
4 | CC(=O)Nc1ccc(CCCCc2ccc(NC(C)=O)cc2)cc1 | -2 | x | -9 | -9 | 10 | 3 | 3 | x
5 | Cc1noc(C)c1S(=O)(=O)N(C)C[C@@H]1Oc2ccc(N(C)C)cc2CC(=O)N([C@H](C)CO)C[C@@H]1C | -5 | 0 | 13 | 4[16.7 µM] | -11 | 1 | -10 | -2.6
6 | COc1ccc(NC(=O)O[C@H]2[C@H](OC(=O)Nc3ccc4c(c3)OCO4)[C@@H](OC(=O)Nc3ccc4c(c3)OCO4)[C@@H](OC)O[C@@H]2CO)cc1 | 0 | x | x | x | 0 | 1 | x | -1.8
7 | Cc1ccccc1N1C(S)=C(C#N)C(=O)NC1c1ccco1 (stereo not drawn) | -1 | 17 | 3 | -7 | x | -2 | -7 | -2.0
8 | COC(=O)C[C@@H]1C[C@@H]2c3cc(NC(=O)C4CCC4)ccc3O[C@@H]2[C@H](CO)O1 | -11 | 8 | -9 | 6[16.7 µM] | -8 | -2 | 5 | -2.1
9 | COc1cccc(NC(=O)N(C)C[C@@H]2Oc3cc(Br)ccc3S(=O)(=O)N([C@@H](C)CO)C[C@H]2C)c1 | -4 | -8&16 | 6 | 1 | 0&-27 | 3 | 7 | 0.4&3.0
10 | CC(NC(=O)COc1ccc(S(=O)(=O)N2CCCC2)cc1)c1ccccc1 (stereo not drawn) | -1 | 1 | 4 | 3 | x | 4 | -5 | -0.1
11 | CC(C)(C)c1ccc(OCC(=O)Nc2cccc(S(=O)(=O)NC3=NCCCCC3)c2)cc1 | 0 | -15 | -4 | 7 | 1 | -2 | -7 | -1.2
12 | CN(C)c1ccc(C2Nc3cccc4cccc(c34)N2)cc1 | 2 | 9 | 5 | 0 | x | 7 | -7 | -2.9
13 | COc1ccc(-c2cc(C(F)(F)F)nc(SCC(=O)Nc3ccc4c(c3)OCO4)n2)cc1 | -5 | 14 | x | -5 | -4 | 0 | -1 | x
14 | COc1ccccc1CNC(=O)C[C@@H]1C[C@H]2c3cc(NC(=O)NC4CCCC4)ccc3O[C@H]2[C@H](CO)O1 | 48 | 2 | -2 | 2[16.7 µM] | 2 | 0 | -12 | 1.4
15 | COc1ccc(C(c2oc(CO)cc(=O)c2O)c2oc(CO)cc(=O)c2O)cc1 | x | -2 | x | x | 4 | x | 2 | 0.0
16 | CC1(C)Cc2c(C#N)c(SCCO)nc(N3CCOCC3)c2CO1 | -7 | 5 | 10 | -21 | 4 | -5 | -2 | -1.0
17 | C[C@H]1CN([C@@H](C)CO)S(=O)(=O)c2ccc(C#Cc3ccccn3)cc2O[C@H]1CN(C)CC1CC1 | -2 | 2 | 23 | 3[16.7 µM] | -18 | 1 | -6 | -0.3
18 | COc1ccc(NC(=O)c2cncc(Br)c2)cc1S(N)(=O)=O | -1 | -2 | -2 | 1 | 9 | 0 | x | -0.9
19 | O=C1c2ccccc2C(=O)N1c1nc2nccc(-c3ccccc3)n2n1 | 2 | x | 4 | 4 | 4 | -3 | -1 | x
20 | C[C@H]1CN([C@@H](C)CO)C(=O)c2cc(-c3ccccc3)cnc2O[C@H]1CN(C)C(=O)Cc1ccccn1 | -1 | 9 | -11 | -8[16.7 µM] | -2 | 4 | -11 | 0.6
21 | C[C@H](CO)N1C[C@H](C)[C@H](CN(C)C(=O)CC2CC2)Oc2cc(-c3ccccc3)ccc2S1(=O)=O | 2 | -11 | -30 | 11[16.7 µM] | -11 | -2 | x | -1.8
22 | Cc1noc(C)c1S(=O)(=O)N(CC(=O)NC1CCCC1)c1ccc(C(C)C)cc1 | 0 | 13 | 0 | -3 | 11 | 1 | 1 | 0.6
23 | C[C@@H]1CN([C@@H](C)CO)C(=O)Cc2cc(NS(C)(=O)=O)ccc2O[C@@H]1CN(C)C(=O)Nc1cccc2ccccc12 | 1 | 11 | 18 | -4[16.7 µM] | 0 | 6 | x | -0.4
24 | O=C(N[C@H]1CC[C@@H](CCNS(=O)(=O)c2ccccc2Cl)O[C@H]1CO)c1ccc(F)cc1 | -2 | 1 | -4 | x | -4 | 1 | 11 | 0.0
25 | O=C(NC(=S)N1CCN(Cc2ccccc2)CC1)c1ccco1 | x | -1 | x | x | 3 | x | 2 | 1.2

Seven of these compounds, set out differently:
#17 C[C@H]1CN([C@@H](C)CO)S(=O)(=O)c2ccc(C#Cc3ccccn3)cc2O[C@H]1CN(C)CC1CC1
#18 COc1ccc(NC(=O)c2cncc(Br)c2)cc1S(N)(=O)=O
#19 O=C1c2ccccc2C(=O)N1c1nc2nccc(-c3ccccc3)n2n1
#20 C[C@H]1CN([C@@H](C)CO)C(=O)c2cc(-c3ccccc3)cnc2O[C@H]1CN(C)C(=O)Cc1ccccn1
#21 C[C@H](CO)N1C[C@H](C)[C@H](CN(C)C(=O)CC2CC2)Oc2cc(-c3ccccc3)ccc2S1(=O)=O
#22 Cc1noc(C)c1S(=O)(=O)N(CC(=O)NC1CCCC1)c1ccc(C(C)C)cc1
#23 C[C@@H]1CN([C@@H](C)CO)C(=O)Cc2cc(NS(C)(=O)=O)ccc2O[C@@H]1CN(C)C(=O)Nc1cccc2ccccc12

| assay / entry | 17 | 18 | 19 | 20 | 21 | 22 | 23 |
| --- | --- | --- | --- | --- | --- | --- | --- |
| Cneo AK release | -2 | -1 | 2 | -1 | 2 | 0 | 1 |
| INS-1E GSIS act | 2 | -2 | x | 9 | -11 | 13 | 11 |
| C2C12 statin | 23 | -2 | 4 | -11 | -30 | 0 | 18 |
| miR-122 sensor | 3[16.7 µM] | 1 | 4 | -8[16.7 µM] | 11[16.7 µM] | -3 | -4[16.7 µM] |
| PGC1a acetyl inh | -18 | 9 | 4 | -2 | -11 | 11 | 0 |
| PglD DTNB | 1 | 0 | -3 | 4 | -2 | 1 | 6 |
| FN deposit inh | -6 | x | -1 | -11 | x | 1 | x |
| F508del corr | -0.3 | -0.9 | x | 0.6 | -1.8 | 0.6 | -0.4 |

Other entries follow:
item | molecule | Cneo AK release | INS-1E GSIS act | C2C12 statin | miR-122 sensor | PGC1a acetyl inh | PglD DTNB | FN deposit inh | F508del corr
26 | C[C@@H]1CN([C@@H](C)CO)C(=O)c2cc(NS(=O)(=O)c3ccccc3)ccc2O[C@H]1CN(C)Cc1ccncc1 | -1 | -5 | 19 | 2[16.7 µM] | 8 | -1 | -1 | -3.3
27 | COc1ccccc1-c1c(C)nn2c(N)c(-c3ccc(Cl)cc3)cnc12 | -1 | 10 | -6 | -7 | -6 | 0 | 0 | -1.7
28 | COc1ccc(NC(=O)COc2ccc3c(c2)OCO3)cc1 | -1 | -1 | -2 | -3 | -16 | -8 | -5 | -2.1
29 | C[C@@H]1CN([C@H](C)CO)C(=O)c2cccc(NS(=O)(=O)c3ccccc3)c2O[C@H]1CN(C)S(=O)(=O)c1cn(C)cn1 | -1 | 12 | -17 | -9[16.7 µM] | -14 | 0 | x | -0.8
30 | CO[C@@H]1CN(C)C(=O)c2cc(NS(=O)(=O)c3cccc(Cl)c3)ccc2OC[C@H](C)NC[C@H]1C | 2 | 8 | -1 | -6[16.7 µM] | -2 | 4 | -8 | -0.4
31 | CC(=O)N1CCCCN2[C@@H](CO)[C@@H](c3ccc(C#Cc4ccccc4F)cc3)[C@@H]2C1 | 1 | -16 | x | -4[16.7 µM] | -1 | -3 | x | 0.8
32 | Cc1ccc(S(=O)(=O)N2CCCC(C(=O)NC3CC3)C2)cc1 (stereo not drawn) | 2 | -5 | -1 | 6 | -14 | 3 | -19 | 0.8
33 | CCN(CC(=O)Nc1ccc(NC(C)=O)cc1)C(=O)c1ccc(S(=O)(=O)N2CCCC2)cc1 | -1 | -15 | 7 | 4 | -5 | -1 | -2 | -1.2
34 | O=C(OC(C(=O)NCc1ccc2c(c1)OCO2)c1ccc(Cl)cc1)c1ccco1 (stereo not drawn) | 0 | x | x | 15 | x | -1 | 5 | x
35 | CCOc1ccccc1N1CC(C(=O)N2CCOCC2)CC1=O (stereo not drawn) | x | 18 | 5 | -5 | 0 | x | -15 | -1.2
36 | C[C@@H]1CCCCO[C@@H](CN(C)C(=O)CCC(F)(F)F)[C@@H](C)CN([C@@H](C)CO)C(=O)c2cc(NS(=O)(=O)c3ccccc3)ccc2O1 | 53 | 4 | x | 3[16.7 µM] | -7 | -1 | x | -1.4
37 | COc1ccc(-c2nnc(N3CCOCC3)c3ccccc23)cc1 | -1 | 22 | 1 | -2 | -1 | 5 | 0 | 4.3
38 | CCN(CC)C(=O)CSc1nc2ncc(Br)cc2[nH]1 | 1 | 1 | x | 0 | 2 | -4 | x | x
39 | Cc1ccc(S(=O)(=O)N2CCCCC2)cc1NC(=O)c1ccco1 | -2 | -8 | -1 | -4 | -8 | -1 | 4 | -0.6
40 | Cc1nonc1NC(=O)N1CCCC1 | -12 | x | 7 | -5 | 12 | -1 | -8 | x
41 | C[C@H]1CN([C@@H](C)CO)C(=O)c2cc(NC(=O)CCC(F)(F)F)ccc2O[C@H]1CN(C)C | -1 | 8 | 2 | -12[16.7 µM] | 5 | 0 | x | -0.6
42 | C[C@H]1CN([C@@H](C)CO)S(=O)(=O)c2ccc(Br)cc2O[C@@H]1CN(C)S(=O)(=O)c1ccccc1 | 0&-2&3 | -16&-12 | 27&51&50 | -1 | -16&-16 | 4&0&0 | 7&-3 | -0.9&-3.9&-4.1
43 | Cc1ccc(S(=O)(=O)N2CCOC23CCN(C(=O)C(=O)NCc2ccccc2)CC3)cc1 | -2 | 4 | 7 | 6 | x | 3 | -2 | -0.4
44 | Cc1ccccc1CN(c1ccc(C(=O)N2CCc3ccccc3C2)cc1)S(C)(=O)=O | 2 | x | 6 | -4 | x | 3 | -5 | x
45 | CS(=O)(=O)N1CCN(c2ccc([N+](=O)[O-])c(NCc3ccccc3)c2)CC1 | -1 | x | -1 | 4 | -1 | 2 | x | x
46 | CCCC(=O)Nc1ccc2c(c1)C(=O)N(C)[C@@H]1CC[C@@H](CC(=O)OC)O[C@@H]1CO2 | -1 | 17 | -7 | 17[16.7 µM] | 10 | -1 | 1 | -1.2
47 | O=C(CN1CCN(S(=O)(=O)c2ccc(Br)s2)CC1)NC1CCCCC1 | 1 | -15 | -4 | 4 | -2 | 1 | -2 | 2.4
48 | C[C@H](CO)N1C[C@H](C)[C@H](CN(C)C(=O)Nc2cccc(F)c2)Oc2cc(Br)ccc2S1(=O)=O | 2 | -39&-7 | 5 | -4[16.7 µM] | -34 | 1 | 2&3 | -3.9&0.8
49 | O=C1c2cc(F)ccc2OC2(CCNCC2)C12CC(c1ccccc1)=NO2 (stereo not drawn) | 3 | -9 | -11 | -8 | x | 2 | -8 | -1.4
50 | CCCCc1nnc(NC(=O)c2cccc(S(=O)(=O)N3CCN(C)CC3)c2)s1 | 1 | -2 | x | 9 | -5 | 0 | -2 | -1.0
